M17LAP inhibition: P. falciparum M17LAP inhibitors, primary screen, biochemical, fluorogenic H-Leu-NHMec substrate, 1536-well (AID 1619); recombinant M17LAP, H-Leu-NHMec fluorogenic kinetic assay; higher % means a stronger effect; hit rate 0.38% among 220,000; inhibition, % at 30 µM, or IC50 in µM where a hit was titrated;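 active = compound inhibiting the enzyme by more than half at any dose during confirmatory dose-response retesting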;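 note: plate controls were full reaction with DMSO carrier for no effect and no enzyme background for full effect; strong numbers were not always called active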
M1AAP inhibition: malaria alanyl aminopeptidase activity blockers – biochemical, fluorogenic H-Leu-NHMec substrate, 1536-well (AID 1445) | recombinant M1AAP, H-Leu-NHMec fluorogenic kinetic assay; higher % means a stronger effect | inhibition, % at 30 µM, or IC50 in µM where a hit was titrated | hit rate 0.42% among 220,000;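 active = primary inhibition above the hit cutoff, then over 50% inhibition at one or more dose response concentrations, cut at about 23% in these data, passing the limit was not always enough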;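 note: plate controls were DMSO full reaction for no effect and no enzyme background for full effect; strong numbers were not always called active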
XIAP antagonists: XIAP antagonists, biochemical, IAP family, fluorescence polarization (AID 1018) | XIAP BIR domain, fluorescence polarization peptide displacement; higher % means a stronger effect | one-dose displacement, % at 20 µM; IC50 in µM for titrated hits | hit rate 0.007% among 200,000; in the data active = displacement above about 50%; note: a part of the inactive calls stands beside numbers as strong as those of hits
Hep lipid drop: hepatic lipid droplet formation modulation | inhibition, % at 6.5 µM | hit rate 0.4% among 240,000 | AML12 mouse hepatocytes, oleate lipid droplets, BODIPY imaging;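 active = lipid droplet intensity inhibited by at least 50%, with more than 500 cells counted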
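material = mouse AML12 hepatocyte cell line, fixed after treatment | also added = 100 µM oleic acid challenge | doses = compound at 6.5 µM only | schedule = overnight exposure | technique = Image-based BODIPY and DAPI two-channel analysis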
human PMI inhibition: inhibitors of human PMI, primary screen, biochemical, fluorescence intensity, coupled assay (AID 1209) | purified PMI enzyme, coupled fluorescence intensity; higher % means a stronger effect | inhibition, % at 20 µM; hits with a dose series show IC50 in µM | hit rate 0.42% among 190,000;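 note: plate controls were DMSO vehicle for no effect and wells lacking substrate for full effect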
human PMI inhibitors: MPI inhibition at elevated mannose 6-phosphate – biochemical, fluorescence intensity, high mannose 6-phosphate, primary screen (AID 1220); recombinant PMI enzyme, coupled fluorescence intensity; higher % means a stronger effect; hit rate 0.66% among 190,000; one-dose inhibition, % at 20 µM; IC50 in µM for titrated hits
TNAP activation fold: stimulation of alkaline phosphatase TNAP activity – biochemical, luminescent, no phosphate acceptor, uHTS, primary screen (AID 1001) | hit rate 0.03% among 200,000 | one-dose activation fold at 20 µM; EC50 in µM for titrated hits | purified TNAP, luminescent activation assay, no phosphate acceptor; higher activation fold means a stronger effect; in the data active = activation fold from about 3, or a potency from the dose series; inactive = the rest, 99 in 100 with activation fold below about 1.6; note: many of its hits are not listed in these tables
SIAH1 antagonists: Siah-1 peptide-binding antagonists, primary screen, biochemical, fluorescence polarization, rhodamine-plectin, uHTS (AID 1817); Siah-1 / rhodamine-plectin peptide fluorescence polarization; higher % means a stronger effect; hit rate 0.02% among 290,000; displacement, % at 20 µM, or IC50 in µM where a hit was titrated;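 active = displacement of at least 50% at 20 µM, with a fluorescence ratio check between 0.3 and a set limit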;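 note: plate controls were Siah plus tracer with DMSO for no effect and tracer alone without Siah for full effect; strong numbers were not always called active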
K1F lysis inhibition: inhibition of K1F phage lysis, E. coli UTI89, bacterial capsule biogenesis inhibitors, alamar blue (AID 488966) | hit rate 0.02% among 340,000 | E. coli UTI89 K1F phage lysis, alamar blue, 2 h; higher % means a stronger effect | inhibition, % at 100 µM, or IC50 in µM where a hit was titrated;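 active = phage lysis inhibition, versus mean bacterial control, above a set limit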;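 note: capsule biogenesis inhibitors block K1F phage lysis so surviving cells raise fluorescence; higher fluorescence means more inhibition of phage lysis; actives were called in the ten point dose series up to 300 µM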
Hep lipid drop cells 6.5 µM: also measured in Hep lipid drop; calls as there; cell count; measured here: cell count, cytotoxicity flag;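 cells counted across two imaged fields per well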
Active calls of the source: *; / = no result given; & = joins results of further samples; [ ] = remark or other dose. Cut-off read from the data, not from the text of the source, unless noted: active = inhibition above about 50%; inactive = the rest.

1: CCNC(=O)NC(=O)CSc1nc2ccccc2n1CCOC
2: CN(C)/C=C/C(=O)c1ccc(F)cc1F
3: O=C(/C=C/Nc1cccc(C(F)(F)F)c1)c1ccco1
4: CCCn1nc(NC(=O)c2ccco2)c2cc3cc(C)ccc3nc21
5: CCOC(=O)C1CCN(C(=O)C2CCN(S(=O)(=O)c3cccc4cccnc34)CC2)CC1
6: COc1ccccc1/C=C(/C(=O)OCC(=O)N(C)Cc1ccccc1)c1ccccc1
7: NC(=O)Cn1c(=O)n(C2CCCCC2)c(=O)c2c3c(sc21)CCCCC3
8: CNC(=O)Nc1cc(NC(=O)NC)cc(C(F)(F)F)c1
9: O=c1[nH]c2ccc(Cl)cc2c(=O)n1Cc1ccco1
10: COc1ccc(-c2cc3nc(C)cc(NCCO)n3n2)cc1

assay / compound	1	2	3	4	5	6	7	8	9	10
M17LAP inhibition	5%	13%	0%	0%	-3%	0%	1%	-2%	18%	6%
M1AAP inhibition	-1%	5%	10%	6%	0%	5%	-4%	5%	-1%	2%
XIAP antagonists	-7.5%	/	-0.6%	/	-1.9%	-7.2%	-7.7%	/	-2.7%	-4.3%
Hep lipid drop	/	0	-4	6	/	25	-2	-5	-2	/
Hep lipid drop cells 6.5 µM	/	742	609	754	/	656	629	740	766	/
human PMI inhibition	-4%	/	/	/	-5%	5%	16%	/	8%	4%
human PMI inhibitors	-7%	/	/	/	-4%	2%	11%	/	7%	8%
TNAP activation fold	1	/	1	/	1.1	1	1.1	/	1	1.1
SIAH1 antagonists	3%	17%	-3%	-2%	1%	1%	3%	12%	-2%	-4%
K1F lysis inhibition	0.3%	-0.3%	-1.8%	-0.4%	/	0.4%	2.5%	0.7%	0.1%	0.2%[50 µM]

11: NS(=O)(=O)c1ccc(Sc2nc3ccccc3s2)c([N+](=O)[O-])c1
12: Cc1ccc([N+](=O)[O-])c(OCCn2cnc3ccccc32)c1
13: COc1ccc(NC(=O)CN2CCN(c3ccccc3Cl)CC2)cc1
14: O=C(CN1CCN(C/C=C/c2ccccc2)CC1)Nc1cc([N+](=O)[O-])ccc1Cl
15: Cc1ccc(CNc2cnn(C34CC5CC(CC(C5)C3)C4)c(=O)c2Cl)cc1
16: Brc1cnc2nc(SC/C=C/c3ccccc3)[nH]c2c1
17: Cc1ccc(C(=O)NC(Cc2c[nH]c3ccccc23)C(=O)O)o1 (stereo not given)
18: COc1cc2c(cc1OC)CN(Cc1cc(=O)oc3cc(C)c(Cl)cc13)CC2
19: CC1(C(=O)N(CC(=O)NC2CCCC2)Cc2ccco2)CC(=O)N=C2C=CC=CN21 (stereo not given)
20: O=C(O)CN(c1cccc(C(F)(F)F)c1)S(=O)(=O)c1ccccc1

assay / compound	11	12	13	14	15	16	17	18	19	20
M17LAP inhibition	10%	12%	12%	12%	-8%	-6%	8%	-1%	-34%	6%
M1AAP inhibition	10%	16%	5%	-4%	6%	-5%	0%	7%	9%	-1%
XIAP antagonists	/	-7.5%	-3.1%	-13%	-6.2%	/	-1.8%	-6.5%	0.0%	-7.1%
Hep lipid drop	5	/	-7	4	-1	-15	-3	26	1	-1
Hep lipid drop cells 6.5 µM	671	/	710	675	647	695	683	711	730	665
human PMI inhibition	/	10%	-3%	-12%	15%	/	10%	-70%	10%	7%
human PMI inhibitors	/	11%	-3%	-13%	5%	/	5%	-129%	12%	3%
TNAP activation fold	/	1	1.1	1	1.1	/	1.1	1	1.1	1.1
SIAH1 antagonists	0%	1%	0%	-1%	-7%	-8%	2%	-5%	3%	15%
K1F lysis inhibition	-1.4%	0.4%	1.0%	0.7%	3.0%[50 µM]	0.4%	-0.1%	-1.4%	5.6%	-0.1%

21: Cc1cc(=O)c2cc3nc(-c4cccnc4)oc3c(Br)c2o1
22: CNC(=S)NC(CC(=O)OC)c1ccc2c(c1)OCO2 (stereo not given)
23: CC(=O)OCCCNc1cc(SCc2ccco2)c2nonc2c1[N+](=O)[O-]
24: CCn1c(=N)n(CC(=O)c2ccc(OC)cc2)c2ccccc21
25: COc1cc(/C=N/NC(=O)c2cccc([N+](=O)[O-])c2)cc(OC)c1O
26: Cc1ccc2c(c1)NC(=O)CC(c1ccccc1)=N2
27: Cc1ccc(NC(=O)N2CCCC2C(=O)NCCC2=CCCCC2)cc1 (stereo not given)
28: COc1ccccc1N1CCN(C/C(O)=C(\C#N)c2nc(-c3ccccc3)cs2)CC1
29: COCC(C)n1c(-c2ccc3c(c2)NC(=O)CO3)csc1=Nc1ccc(OC(F)F)cc1 (stereo not given)
30: NC(=NC(=O)c1ccccc1)N1N=CCC1c1ccccc1 (stereo not given)

assay / compound	21	22	23	24	25	26	27	28	29	30
M17LAP inhibition	2%	-3%	-25%	0%	2%	0%	7%	14%	10%	6%
M1AAP inhibition	7%	-10%	7%	5%	7%	2%	-3%	4%	8%	16%
XIAP antagonists	/	-5.7%	-9.6%	-4.4%	-7.7%	-7.7%	-4.9%	-10%	-3.5%	-9.9%
Hep lipid drop	-9	-23	1	/	1	15	/	11	14	2
Hep lipid drop cells 6.5 µM	385	710	679	/	606	824	/	722	789	692
human PMI inhibition	/	5%	35%	-10%	-1%	4%	-1%	-7%	12%	-1%
human PMI inhibitors	/	6%	40%	6%	15%	13%	2%	-40%	11%	6%
TNAP activation fold	/	1.1	1.1	1	1	1	1.1	1	1.1	1
SIAH1 antagonists	35%	1%	20%	1%	-3%	-2%	0%	-3%	3%	2%
K1F lysis inhibition	/	1.9%	4.4%	8.8%	0.1%	0.7%	0.0%	0.1%	-3.8%&0.2%	-0.1%

31: CC1=NOC(=O)/C1=C\c1ccc2c(c1)OCO2
32: O=C(CN1C(=O)c2ccccc2S1(=O)=O)c1ccc(O)c(O)c1
33: Cc1ccc(C(=O)N/C(=C\c2cccs2)C(=O)NCCCn2ccnc2)cc1C
34: Cn1c(=O)c2[nH]c(=O)cnc2n(C)c1=S
35: COC(=O)C1=C(C)NC2=C(C(=O)CCC2)C1c1cccs1 (stereo not given)
36: CC(C)(CC(=O)O)CC(=O)Nc1ccc(Oc2ccc(C(C)(C)C)cc2)nc1
37: Cc1cccc(NC(=S)N2CCCC(c3nc4ccccc4[nH]3)C2)c1 (stereo not given)
38: CCC(CC)C(=O)NCc1ccc(Cl)cc1
39: CC(=O)c1ccc(N2CCN(C(=O)c3ccc4c(=O)n(-c5ccccc5)c(=O)[nH]c4c3)CC2)cc1
40: O=C(CSc1nc2nn(-c3ccccc3)c(=O)c-2c2n1CCCCC2)NCCCc1ccccc1

assay / compound	31	32	33	34	35	36	37	38	39	40
M17LAP inhibition	3%	20%	5%	1%	4%	8%	-5%	1%	9%	4%
M1AAP inhibition	7%	5%	19%	5%	4%	1%	-7%	3%	9%	4%
XIAP antagonists	-8.8%	/	1.3%	-6.3%	-11%	/	-6.8%	-7.8%	-5.8%	-4.7%
Hep lipid drop	1	5	/	-2	8	-5	-12	-1	-3	3
Hep lipid drop cells 6.5 µM	676	713	/	728	743	683	708	684	710	660
human PMI inhibition	-4%	/	1%	7%	1%	/	-2%	3%	-9%	3%
human PMI inhibitors	-14%	/	-6%	7%	-4%	/	5%	-1%	-9%	-2%
TNAP activation fold	1.1	/	1.1	1.3	1.1	/	0.9	1.1	1.1	1.1
SIAH1 antagonists	3%	-7%	0%	0%	1%	8%	0%	4%	0%	1%
K1F lysis inhibition	-0.4%	-1.9%	1.5%	0.3%	/	/	0.7%	-0.2%	0.4%	0.3%

41: O=C(N/N=C/c1ccco1)c1cc(Br)ccc1OCc1ccccc1
42: CC(C)(C)C(=O)NC(=S)Nc1ccccn1
43: COc1cccc(N2CCN(C3CC(=O)N(c4ccc(Cl)c(Cl)c4)C3=O)CC2)c1 (stereo not given)
44: CCCN=C1N/C(=C\c2ccco2)C(=O)N1c1ccccc1
45: CCOC(=O)N1CCN(c2nnnn2-c2ccccc2)CC1
46: Fc1cccc(Cl)c1CSc1nnc(COc2cccc3cccnc23)o1

assay / compound	41	42	43	44	45	46
M17LAP inhibition	20%	-1%	7%	9%	-2%	13%
M1AAP inhibition	5%	1%	7%	7%	1%	-1%
XIAP antagonists	-3.2%	-3.4%	-6.5%	-5.9%	-3.0%	-7.0%
Hep lipid drop	-11	8	-13	0	8	18
Hep lipid drop cells 6.5 µM	630	694	720	781	708	820
human PMI inhibition	4%	5%	18%	-10%	8%	7%
human PMI inhibitors	0%	3%	14%	-19%	7%	5%
TNAP activation fold	1.1	1.1	1	1.1	1	1.2
SIAH1 antagonists	8%	0%	3%	-4%	2%	4%
K1F lysis inhibition	-0.3%	0.6%	0.5%	0.1%	-0.8%[50 µM]	0.0%

One compound at a time (already shown).
`CCOC(=O)N1CCN(c2nnnn2-c2ccccc2)CC1` as listed: M17LAP inhibition: -2%; M1AAP inhibition: 1%; XIAP antagonists: -3.0%; Hep lipid drop: 8; Hep lipid drop cells 6.5 µM: 708; human PMI inhibition: 8%; human PMI inhibitors: 7%; TNAP activation fold: 1; SIAH1 antagonists: 2%; K1F lysis inhibition: -0.8%[50 µM]
`CCCN=C1N/C(=C\c2ccco2)C(=O)N1c1ccccc1` as listed: M17LAP inhibition: 9%; M1AAP inhibition: 7%; XIAP antagonists: -5.9%; Hep lipid drop: 0; Hep lipid drop cells 6.5 µM: 781; human PMI inhibition: -10%; human PMI inhibitors: -19%; TNAP activation fold: 1.1; SIAH1 antagonists: -4%; K1F lysis inhibition: 0.1%

In another format: results already given
no.	structure	M17LAP inhibition	M1AAP inhibition	XIAP antagonists	Hep lipid drop	Hep lipid drop cells 6.5 µM	human PMI inhibition	human PMI inhibitors	TNAP activation fold	SIAH1 antagonists	K1F lysis inhibition
44	CCCN=C1N/C(=C\c2ccco2)C(=O)N1c1ccccc1	9%	7%	-5.9%	0	781	-10%	-19%	1.1	-4%	0.1%
42	CC(C)(C)C(=O)NC(=S)Nc1ccccn1	-1%	1%	-3.4%	8	694	5%	3%	1.1	0%	0.6%
46	Fc1cccc(Cl)c1CSc1nnc(COc2cccc3cccnc23)o1	13%	-1%	-7.0%	18	820	7%	5%	1.2	4%	0.0%
41	O=C(N/N=C/c1ccco1)c1cc(Br)ccc1OCc1ccccc1	20%	5%	-3.2%	-11	630	4%	0%	1.1	8%	-0.3%
43	COc1cccc(N2CCN(C3CC(=O)N(c4ccc(Cl)c(Cl)c4)C3=O)CC2)c1 (stereo not given)	7%	7%	-6.5%	-13	720	18%	14%	1	3%	0.5%
